# JMJD2E inh – inhibitors of human JMJD2E histone demethylase; JMJD2E catalytic domain, FDH-coupled NADH fluorescence (FDH is formaldehyde dehydrogenase); Potency, µM (series often up to 57.1 µM), for inactives: top-dose activity change, negative = inhibition, actives largely listed as inhibitors; 1.6% of 230,000 active; active means well fitted inhibition curve with a large enough effect, not every such curve was filed as active; inconclusive means small, poorly fitted or top-dose-only effect, or another doubt; inactive means no such curve, though single readings can be large or run the other way;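 further: 0% = wells with enzyme and -100% = buffer wells without enzyme; nearly all actives have a fitted effect of over 50% in size; many of its hits are not listed in these tables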
# Target sequence (B2RXH2 1-337 limits assumed): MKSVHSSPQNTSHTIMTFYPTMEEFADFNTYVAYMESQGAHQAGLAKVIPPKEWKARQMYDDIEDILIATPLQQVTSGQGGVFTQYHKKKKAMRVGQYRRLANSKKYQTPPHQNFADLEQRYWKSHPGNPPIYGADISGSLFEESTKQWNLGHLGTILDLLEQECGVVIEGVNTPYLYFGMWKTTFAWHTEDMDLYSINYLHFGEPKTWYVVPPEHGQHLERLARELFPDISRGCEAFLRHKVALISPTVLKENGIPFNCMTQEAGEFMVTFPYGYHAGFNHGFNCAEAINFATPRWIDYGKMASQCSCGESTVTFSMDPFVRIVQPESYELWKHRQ
# SMN2 splice up – increases expression of the SMN2 splice variant; HEK293 SMN2-luciferase splicing reporter, luminescence, 30-36 h; AID 1458; Potency, µM (titrated, usually from 46.1 µM), for inactives: top-dose activity change, positive = activation, actives largely listed as activators; 2.8% of 210,000 active; further: % of control where 0% means no effect; nearly all actives have a fitted effect of over 55% in size
#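 HEK293 cells carry an SMN2 minigene-luciferase reporter in which exon 7 inclusion puts luciferase in frame. Cells were seeded at 2000 cells/well, attached for 10-12 hours, then exposed to compounds for 30-36 hours at 37C before ONE-Glo luminescence.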
# GAA inh – inhibitors of human lysosomal alpha-glucosidase | purified human GAA, 4-MU-alpha-glucoside fluorescence | AID 1466 | P10253 | 0.005% of 200,000 active | Potency, µM (highest dose often 76.9 µM), inactives show at the top dose activity change, negative = inhibition, most hits filed as inhibitors;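 further: plate controls were uninhibited enzyme wells for no effect and no-enzyme background for full effect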
#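 Fluorogenic assay: 4 nM human alpha-glucosidase with 400 uM 4-methylumbelliferyl-alpha-D-pyranoside in 50 mM citrate/phosphate, 0.005% Tween-20, pH 5.0, 20 min at room temperature. Compounds tested up to 77 uM; AC50 from Hill fits.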
# GAA glycogen – alters human alpha-glucosidase cleavage of glycogen. P10253. recombinant GAA, glycogen substrate, Amplex Red glucose oxidase fluorescence. Potency, µM (series often up to 76.4 µM), for the others: top-dose activity change, negative = inhibition, actives largely listed as inhibitors. 0.38% of 300,000 active. AID 2100;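 further: 0% = full enzyme reaction and -100% = no-enzyme basal signal; the screen sought inhibitors and activators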
#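 Natural-substrate format: glycogen cleavage by 4 nM human enzyme, glucose read by Amplex Red coupling (Ex 573, Em 610 nm). Normalized to enzyme and no-enzyme controls.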
# aGal spleen mod – alpha-galactosidase A (human) modulation; human spleen homogenate, 4MU-alpha-Gal fluorescence, 40 min; Potency, µM (titrated, usually from 80 µM), for the others: at the top dose activity change, negative = inhibition, most hits filed as inhibitors; 0.008% of 240,000 active; P06280;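 further: 0% = enzyme with vehicle and -100% = no enzyme basal signal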
# Target sequence (P06280 32-429 limits assumed): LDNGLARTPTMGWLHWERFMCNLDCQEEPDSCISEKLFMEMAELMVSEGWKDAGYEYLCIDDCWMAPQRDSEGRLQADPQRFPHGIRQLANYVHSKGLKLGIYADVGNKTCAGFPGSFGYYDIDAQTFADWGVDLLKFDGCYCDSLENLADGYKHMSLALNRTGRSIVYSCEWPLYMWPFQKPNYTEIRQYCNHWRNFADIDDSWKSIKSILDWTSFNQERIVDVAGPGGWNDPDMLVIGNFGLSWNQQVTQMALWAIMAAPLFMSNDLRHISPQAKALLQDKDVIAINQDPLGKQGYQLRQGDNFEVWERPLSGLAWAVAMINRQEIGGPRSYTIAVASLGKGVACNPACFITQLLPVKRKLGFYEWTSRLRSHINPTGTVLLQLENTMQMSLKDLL
#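 Human spleen homogenate (1 ug) was the enzyme source, with 4-methylumbelliferyl-alpha-D-galactopyranoside (1 mM final) in pH 5.0 citrate buffer with 0.01% Tween-20. Compounds were titrated; after 40 min at 37C, NaOH/glycine stop, 4-MU fluorescence read; AC50 from Hill fits.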
# ALDH1A1 inh – blocks purified human ALDH1A1 activity. Purified ALDH1A1, NADH fluorescence, propionaldehyde substrate. AID 1030. 7.3% of 220,000 active. Potency, µM (titrated, usually from 75.3 µM), for inactives: at the top dose activity, negative = inhibition, hits mostly inhibitors; active means well fitted inhibition curve with a large enough effect, not every such curve was filed as active; inconclusive means small, poorly fitted or top-dose-only effect, or another doubt; inactive means no such curve, though single readings can be large or run the other way;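 further: plate controls were no enzyme wells and a reference inhibitor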
# aGlu spleen mod – lysosomal alpha-glucosidase (human) modulation | human spleen homogenate, 4-MU-alpha-glucoside fluorescence | P10253 | 0.006% of 240,000 active | AID 2112 | Potency, µM (titrated, usually from 79.9 µM), without a hit: at the top dose activity change, negative = inhibition, hits mostly inhibitors;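 further: 0% = enzyme with vehicle and -100% = no enzyme basal signal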
#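 Human spleen homogenate (1 ug) incubated with compounds and 1 mM 4-methylumbelliferyl-alpha-D-glucopyranoside in pH 5.0 citrate/phosphate buffer, 37 C, 40 min. Stopped at pH 10; 4-MU fluorescence (Ex 365/Em 440 nm); AC50 by Hill fit.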
# RGS12 GoLoco inh – inhibitors of human Gai1-RGS12 GoLoco interaction (red fluorophore). Gai1:RGS12 GoLoco peptide FP, rhodamine, 10 min. Potency, µM (doses to about 61.6 µM), for inactives: top-dose activity, negative = inhibition, most hits filed as inhibitors. 0.44% of 230,000 active. AID 880; active means well fitted inhibition curve with a large enough effect, not every such curve was filed as active; inactive means no such curve, though single readings can be large or run the other way; further: on the % scale 0 is the no-effect control and ±100 the full control effect; nearly all actives have a fitted effect of over 30% in size; many of its hits are not listed in these tables
# Target sequence (P63096 whole entry, looked up): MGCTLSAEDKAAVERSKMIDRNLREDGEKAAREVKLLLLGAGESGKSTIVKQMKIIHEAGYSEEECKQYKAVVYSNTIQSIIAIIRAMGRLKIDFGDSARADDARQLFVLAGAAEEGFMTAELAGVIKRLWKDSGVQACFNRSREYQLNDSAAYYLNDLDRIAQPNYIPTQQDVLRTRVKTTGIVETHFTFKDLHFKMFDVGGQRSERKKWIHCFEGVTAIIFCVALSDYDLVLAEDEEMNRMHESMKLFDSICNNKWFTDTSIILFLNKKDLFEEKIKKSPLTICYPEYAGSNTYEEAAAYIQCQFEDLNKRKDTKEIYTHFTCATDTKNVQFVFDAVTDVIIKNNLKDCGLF
# Numbers without * were called inactive; ? = inconclusive; · = no result given; [ ] = remark or other dose. Unless noted, the call rests on the fitted dose curve; in most records, active means well fitted curve in the direction sought with a large enough effect; inconclusive means small, poorly fitted or top-dose-only effect, or another doubt; inactive means no such curve, though single readings can be large; an effect the other way counts as inactive or inconclusive. Potency means the concentration at half of the fitted maximal effect. Some of the compounds tested; the hit share may differ from the screen's.
item	canonical_smiles	JMJD2E inh	SMN2 splice up	GAA inh	GAA glycogen	aGal spleen mod	ALDH1A1 inh	aGlu spleen mod	RGS12 GoLoco inh
1	COc1ccc(-c2ccc(C#N)c(SCC(=O)NCCc3ccccc3)n2)cc1OC	?	-1%	?	8%	13%	?	2%	11%
2	O=C(NCc1cccnc1)c1cc([N+](=O)[O-])ccc1N1CCOCC1	4%	2%	-5%	18%	-12%	-14%	3%	4%
3	CCOCCn1c(CN2CCN(C)CC2)nc2c1c(=O)n(C)c(=O)n2C	-1%	·	·	1%	2%	·	-3%	0%
4	O=C(Nc1cccc(F)c1)N1CCCC2(CCN(C(=O)c3ccncc3)CC2)C1	·	-9%	·	·	9%	19%	2%	14%
5	CCCCCN=CC1=C(O)CC(c2ccccc2)CC1=O (configuration not stated)	0%	-2%	-2%	3%	-1%	-5%	·	1%
6	CCCCCCSc1nsc(NC(C)=O)n1	10%	19%	-3%	3%	3%	-11%	-13%	3%
7	O=C(NCc1ccco1)O[C@@H]1C(=O)c2cc(Br)ccc2O[C@H]1c1ccc2c(c1)OCO2	18%	-6%	·	·	5%	?	4%	-3%
8	O=C(COc1ccc(Cl)cc1Cl)NC(=S)Nc1ccc(CN2CCOCC2)cc1	0%	·	0%	-2%	1%	?	6%	6%

# Structural class, the entries above containing an aryl thioether with sulfur outside any ring
item	canonical_smiles	JMJD2E inh	SMN2 splice up	GAA inh	GAA glycogen	aGal spleen mod	ALDH1A1 inh	aGlu spleen mod	RGS12 GoLoco inh
1	COc1ccc(-c2ccc(C#N)c(SCC(=O)NCCc3ccccc3)n2)cc1OC	?	-1%	?	8%	13%	?	2%	11%
6	CCCCCCSc1nsc(NC(C)=O)n1	10%	19%	-3%	3%	3%	-11%	-13%	3%

# Remaining list, next part
item	canonical_smiles	JMJD2E inh	SMN2 splice up	GAA inh	GAA glycogen	aGal spleen mod	ALDH1A1 inh	aGlu spleen mod	RGS12 GoLoco inh
9	COc1ccc(/C=C/C(=O)Nc2ccccc2C(F)(F)F)cc1OC	-5%	·	-1%	10%	-4%	7%	-1%	·
10	NC(=O)C1CCN(C(=O)C2CCN(S(=O)(=O)c3ccccc3)CC2)CC1	7%	1%	-3%	-6%	-4%	16%	-7%	5%
11	COC(=O)C1=C(C)N(C)C(C)=C(C(=O)OC)C1c1ccccc1C	3%	·	0%	?	1%	8%	-3%	·
12	CCS(=O)(=O)N1CCN(c2ccc([N+](=O)[O-])c(NC(C)c3ccccc3)c2)CC1 (configuration not stated)	4%	2%	-8%	3%	-1%	?	-5%	6%
13	COC(=O)c1c(NC(=O)COc2ncnc3ccccc23)sc(C)c1C	?	-14%	-5%	-6%	-6%	-4%	-14%	7%
14	CCCc1ccc(OCc2ccc(C(=O)O)o2)c(OC)c1	-8%	2.5µM*	-12%	1%	1%	?	-2%	0%
15	CSc1nc2ccc(Nc3nc(N4CCOCC4)nc(N4CCOCC4)n3)cc2s1	2%	-4%	-9%	-8%	2%	-8%	4%	-1%
16	O=C(CC(=O)c1ccccc1)Nc1cccnc1Cl	7%	13µM*	-10%	-4%	0%	?	1%	-2%
17	COCC(=O)Nc1ccc(F)cc1	16%	10%	0%	-2%	0%	17%	1%	11%
18	CCn1c(=O)cc(OCC(=O)Nc2ccc(OC)c(OC)c2)c2ccccc21	-6%	12%	-4%	6%	-4%	16µM*	·	10%
19	COc1ccc(C(=O)Nc2ccc(-c3cn4ccsc4n3)cc2)cc1S(=O)(=O)N1CCOCC1	?	-1%	-7%	5%	-3%	50%[activator]	6%	7%
20	COc1cc(/C=N/NC(=O)c2ccccc2O)ccc1OC(=O)CC1SC(=O)NC1=O (configuration not stated)	?	·	-8%	-7%	-10%	?	-1%	9%
21	O=c1[nH]c(/C=C2\C=Nc3ccccc32)c(O)n1Cc1ccccc1F	?	-18%	-4%	-26%	2%	13µM*	-16%	13%
22	N=c1n(CC(=O)c2ccc(Br)s2)c2ccccc2n1Cc1ccccc1	2%	·	·	0%	-7%	·	0%	4%
23	COCCn1c(=O)c(CCc2ccccc2)nc2cnc(N3CCN(C)CC3)nc21	·	-13%	·	·	-9%	?	-21%	4%
24	C/C(CCc1ccc2c(c1)OCO2)=N\N=C(/N)SC1CC(=O)N(c2ccccc2F)C1=O (configuration not stated)	9%	1%	1%	?	5%	?	-11%	5%
25	Cc1ccc(S(=O)(=O)N(CC#N)CC#N)cc1	1%	·	1%	10%	?	5%	-1%	-3%
26	CCOC(=O)C1=C(CNCc2ccc(F)cc2)NC(=O)NC1c1cccc([N+](=O)[O-])c1 (configuration not stated)	-8%	-18%	-16%	7%	-7%	?	-5%	-6%
27	O=C(Nc1cccc(S(=O)(=O)N2CCOCC2)c1)c1ccc(Cl)c([N+](=O)[O-])c1	4%	13%	-5%	-1%	-2%	-6%	-17%	3%
28	CC(=O)OC1CC[C@@]2(C)C(CC[C@@]3(C)C2CC=C2C4CC(C)(C)CC[C@]4(C(=O)O)CC[C@@]23C)C1(C)C (some centres not stated)	-2%	-1%	·	·	7%	5%	-8%	-14%
29	COC(=O)c1cccnc1NC(=S)NNC(=O)c1ccccc1	5%	13%	-8%	22%	6%	?	2%	3%
30	Cc1cccc(N2CCN(CC(=O)Nc3nccs3)CC2)c1C	-3%	-18%	3%	-22%	2%	4%	6%	1%
31	O=C(CC1(O)C(=O)N(C/C=C/c2ccccc2)c2ccccc21)c1ccccn1 (configuration not stated)	2%	·	?	13%	0%	0.79µM*	0%	·
32	CC(C)CNC(=O)COC(=O)/C=C/c1ccccc1[N+](=O)[O-]	-3%	13%	9%	6%	-8%	4%	?	-1%
33	O=C(NCCCn1ccnc1)c1ccc(S(=O)(=O)N2CCCCCC2)cc1	1%	-28%	12%	0%	-1%	-8%	-6%	3%
34	COc1ccccc1NC(=O)NCCc1c[nH]c2ccccc12	2%	·	·	-2%	-1%	·	0%	2%
35	COC(=O)CN(c1ccc2c(c1)OCCO2)S(=O)(=O)c1ccccc1	-3%	-16%	-5%	0%	4%	-4%	-12%	0%
36	COc1cc(/C=N/NC(N)=S)ccc1OCC(=O)Nc1ccc(C)c(C)c1	?	-3%	1%	3%	-1%	?	2%	-3%
37	S=c1[nH]nc(-c2ccccc2)n1Cc1ccccc1	?	5%	?	-8%	-5%	18µM*	-7%	8%
38	CC(C)N(Cc1ccccc1)C(=S)Nc1ccc(OC(F)F)cc1	12%	-37%[inhibitor]	3%	2%	-1%	2%	-1%	9%
39	C=CCOC(=O)C1=C[C@H](C2CCCCC2)[C@@H](CCCO)[C@H](OCC)O1	-20%	·	·	-24%	13%	?	2%	4%
40	Cc1cc(C(=O)N/N=C/c2ccc3c(c2)OCO3)c(C)o1	?	·	?	-11%	3%	6%	-2%	10%
41	Cc1ccc2cccc(OCCOCCOc3ccccc3Br)c2n1	?	-5%	-3%	8%	-2%	-4%	2%	-6%
42	COc1ccccc1-c1nccc(-n2ccnc2)n1	?	1%	·	·	-5%	11%	-17%	-6%
43	CC1(C)CC(=O)C(C=NCCN2CCN(C(=O)CCl)CC2)=C(O)C1	-4%	·	·	1%	7%	·	1%	-1%
44	CC(C)OC(=O)c1ccc(Cn2nnc3ccccc3c2=O)cc1	0%	-59%[inhibitor]	-8%	-23%	8%	?	2%	5%
45	COc1ccc(Oc2ccc(/C=C/C(=O)c3cccc(OC)c3)cc2[N+](=O)[O-])cc1	-3%	-33%[inhibitor]	-4%	-6%	-2%	-5%	0%	5%
46	Cc1c(N2C(=O)c3ccccc3C2(O)c2ccccc2)c(=O)n(-c2ccccc2)n1C (configuration not stated)	-1%	·	·	0%	8%	·	2%	4%
47	CCc1nccn1CCC(=O)N1CCc2c([nH]c3ccccc23)C1CC(C)C (configuration not stated)	-5%	·	·	-5%	12%	·	-1%	10%
48	Cc1cc(N)n(-c2ccc(C)c(C)c2)n1	-5%	·	7%	-17%	-2%	-1%	-1%	8%
49	Cc1cc(C)c2c(c1)cc(C)c1nnc(SCC(=O)N3CCCc4ccccc43)n12	-1%	-14%	-5%	12%	-6%	-18%	-2%	4%
50	CC(C)OCCCNc1nc2c([nH]1)c(=O)n(C)c(=O)n2C	9%	8%	3%	?	-2%	-5%	-4%	-6%
51	Cc1ccc(-c2nc3ccccc3[nH]c2=O)cc1	?	·	·	-3%	3%	·	10%	0%
52	O=C(OCc1nc(-c2ccccc2)oc1COC(=O)c1ccco1)c1ccco1	-3%	-3%	-9%	-12%	-1%	?	-4%	10%
53	CC(CN1CCN(Cc2ccccc2)CC1)OC(=O)c1ccco1 (configuration not stated)	-5%	·	·	7%	-1%	·	-1%	-4%
54	CC(=O)c1cc2c(C)cc(=O)oc2cc1O	?	18%	-2%	0%	-8%	-6%	-5%	4%
55	COc1ccc(C(=O)CSc2ccc(-c3ccco3)nn2)cc1	?	11%	-2%	-15%	-4%	22µM*	-7%	8%
56	N#Cc1c(NCCO)ccc([N+](=O)[O-])c1NCCO	8%	·	·	4%	-8%	·	-8%	7%
57	CC(=O)[C@@]1(O)[C@H](O)CC2C3CCC4CC(O)CC[C@]4(C)C3CC[C@@]21C (some centres not stated)	6%	-4%	·	·	-5%	15%	-14%	5%
58	O=C(CCCCCN1C(=O)CCC1=O)Nc1ncn[nH]1	0%	-18%	-10%	3%	0%	1%	1%	-6%
59	Cc1cccn2c(=O)c(C=Nc3ccccc3)c(NCCO)nc12	?	0%	?	-9%	?	?	3%	-8%
60	COc1ccc(/C=C/C(=O)N[C@@H](C)C(=O)O)cc1	-3%	?	-1%	-1%	1%	1%	1%	-3%
61	CCOC(=O)C(CC)n1cnc2c(cnn2-c2ccc(Cl)cc2)c1=O (configuration not stated)	-6%	·	1%	2%	10%	5%	2%	·
62	Cn1c(SCC(=O)N2CCN(S(=O)(=O)c3ccccc3)CC2)nc2ccccc21	-1%	2%	?	-26%	1%	-3%	-28%	0%
63	O=C(c1cn(CC(=O)N2CCCC2)c2ccccc12)C1CCCCC1	-5%	·	1%	4%	-1%	3%	-5%	·
64	CCOC(=O)N1CCN(CC(=O)Nc2ccc([N+](=O)[O-])cc2C(=O)Nc2ccccc2F)CC1	0%	-19%	?	11%	?	?	-9%	-3%
